CCR6 antagonist: CCR6 receptor antagonists, primary screen, cell-based, CHO-K1, luminescence, beta-arrestin, uHTS; C-C chemokine receptor type 6 (Homo sapiens), P51684; CHO-K1 CCR6 PathHunter beta-arrestin, CCL20-stimulated; inhibition, % at 20 µM; 340,000 tested, 0.49% active; AID 493098, 2011;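 active means compounds whose inhibition of the agonist-driven luminescence signal at 20 µM reaches about 50%, limit read from the data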;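 further: cells stimulated with CCL20 at 14 nM final; plate controls were DMSO with CCL20 for no effect and DMSO without agonist for full effect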
Target sequence (P51684 whole entry, looked up): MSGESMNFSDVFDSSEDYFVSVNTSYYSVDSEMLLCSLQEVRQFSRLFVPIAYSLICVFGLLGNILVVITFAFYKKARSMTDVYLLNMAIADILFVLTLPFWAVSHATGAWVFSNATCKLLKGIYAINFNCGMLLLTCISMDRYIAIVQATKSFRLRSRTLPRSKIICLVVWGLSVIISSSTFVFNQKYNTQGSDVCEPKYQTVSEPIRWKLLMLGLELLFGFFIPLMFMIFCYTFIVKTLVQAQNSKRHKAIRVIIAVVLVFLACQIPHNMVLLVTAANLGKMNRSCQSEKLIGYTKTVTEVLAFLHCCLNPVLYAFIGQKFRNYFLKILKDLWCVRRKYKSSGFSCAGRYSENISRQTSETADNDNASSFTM
CXCR6 inh: CXCR6 receptor inhibitors, primary screen, cell-based, beta-arrestin, luminescence, CHO-K1 PathHunter, 1536-well | C-X-C chemokine receptor type 6 (Homo sapiens), O00574 | inhibition, % at 20 µM | 360,000 tested, 0.36% active | AID 602244, 2012; in the data active means inhibition above about 34%, passing the limit was not always enough;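 further: antagonist mode with CXCL16 agonist at 10 nM final; 0% = 10 nM CXCL16 with DMSO and 100% = unstimulated wells without agonist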
UBC13 polyUb: UBC13 polyubiquitin chain formation inhibitors, primary screen, biochemical, TR-FRET, uHTS; AID 485273, 2010; inhibition, % at 20 µM; 330,000 tested, 0.47% active; in the data active means inhibition above about 45%, passing the limit was not always enough; inconclusive means no clear call, values can overlap the other calls
Target sequence (P61088 whole entry, looked up): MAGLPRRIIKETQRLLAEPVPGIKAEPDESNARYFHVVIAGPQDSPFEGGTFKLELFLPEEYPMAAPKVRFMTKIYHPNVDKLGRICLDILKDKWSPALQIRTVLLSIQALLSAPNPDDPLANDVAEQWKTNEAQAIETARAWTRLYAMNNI
Gli-Sufu antag: Gli-Sufu pathway antagonists, primary screen, luciferase luminescence, Sufu-KO-LIGHT cells, uHTS; Sufu-KO-LIGHT fibroblasts, Gli luciferase reporter luminescence; inhibition, % at 5 µM; 340,000 tested, 0.74% active;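 active means inhibition above about 55%, limit read from the data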;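 further: 0% = DMSO-treated cells and 100% = wells with medium but no cells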
APJ antag: antagonists of human apelin receptor APJ, primary screen, CHO-K1 cells, beta-arrestin complementation, luminescence | inhibition, % at 20 µM | 330,000 tested, 0.32% active;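 active means inhibition above about 40% at 20 µM, limit read from the data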;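 further: cells challenged with 10 nM apelin-13 agonist together with compound; plate controls were apelin-13 plus DMSO wells for no effect and DMSO wells lacking apelin-13 for full effect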
Target sequence (P35414 whole entry, looked up): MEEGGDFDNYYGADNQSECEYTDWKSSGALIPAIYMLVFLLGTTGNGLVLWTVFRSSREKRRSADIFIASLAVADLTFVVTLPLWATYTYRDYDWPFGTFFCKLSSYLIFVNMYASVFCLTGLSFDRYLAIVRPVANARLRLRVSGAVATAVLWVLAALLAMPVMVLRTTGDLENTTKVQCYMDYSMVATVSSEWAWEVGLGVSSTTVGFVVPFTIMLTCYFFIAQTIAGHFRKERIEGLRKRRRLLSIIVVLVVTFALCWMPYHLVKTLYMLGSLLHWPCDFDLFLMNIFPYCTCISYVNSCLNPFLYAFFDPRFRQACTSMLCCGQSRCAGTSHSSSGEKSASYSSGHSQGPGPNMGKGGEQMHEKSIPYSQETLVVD
ATG4B inhibitor: ATG4B protease inhibitors, primary screen, biochemical, fluorescence, uHTS; AID 504462, 2011; ATG4B cleavage of LC3-PLA2, NBD-HPC fluorescence, 1 h; Cysteine protease ATG4B (Homo sapiens), Q9Y4P1; 340,000 tested, 0.51% active; inhibition, % at 8.33 µM; in the data active means inhibition above about 40%
APJ agonist: agonists of human apelin receptor APJ, primary screen, CHO-K1 cells, PathHunter beta-arrestin, luminescence. P35414. 0% DMSO wells, 100% apelin. activation, % at 20 µM. 330,000 tested, 0.11% active. AID 2520, 2010;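 active means activation more than six SD over the plate average, tested at 20 µM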;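 further: 0% = DMSO alone and 100% = apelin-13 at 10 nM; some results filed as inactive read as strong as hits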
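Incubation: overnight seeding, 90 min compound at 25 °C, 1 h detection; test system: PathHunter CHO-K1 APJ (AGTRL-1) beta-arrestin reporter cells; amount: 1000 cells/well; doses: one dose, 20 µM compound, 1% DMSO; measured by: beta-gal luminescence; measure: agonist-driven arrestin binding to APJ; benchmarks: negative DMSO alone, positive Apelin-13 at 10 nM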
EBI2 block: EBI2 receptor antagonists, beta-arrestin recruitment, primary screen, cell-based, luminescence, 7a,25-OHC stimulation, uHTS; inhibition, % at 5 µM; G-protein coupled receptor 183 (Homo sapiens), P32249; 360,000 tested, 0.81% active; 7a,25-OHC stimulated; in the data active means inhibition above about 38%;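 further: enzyme fragment complementation signal reports receptor beta-arrestin coupling in cells; 0% = agonist plus DMSO wells and 100% = wells without agonist; some results beyond the cut were filed as inactive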
Starred values were filed as active, the others as inactive; ? = inconclusive; . = not tested or not shown.

SMILES | CCR6 antagonist | CXCR6 inh | UBC13 polyUb | Gli-Sufu antag | APJ antag | ATG4B inhibitor | APJ agonist | EBI2 block
CCN1C(=O)[C@H]2[C@@H](c3ccc(C)cc3)N3C(=O)N(c4ccc(OC)cc4)C(=O)[C@@]3(C)[C@H]2C1=O | -4 | 4 | 7 | -3 | 10 | -4 | -3 | -15
O=C(COC(=O)CSc1ccc([N+](=O)[O-])cc1)NCC1CCCO1 (centres undefined) | -26 | -3 | -19 | 8 | -11 | -8 | -3 | 2
COc1ccccc1-c1nnc(SCC(=O)O)n1C | 1 | -4 | 0 | 4 | 0 | 1 | 2 | 0
CCOc1ccc(/C(O)=C2/C(=O)C(=O)N(CCCN3CCOCC3)C2c2ccc(C)cc2)cc1C (centres undefined) | -10 | 8 | -7 | -14 | 15 | 5 | -2 | -16
CN1CCN(S(=O)(=O)c2ccc3c(c2)oc(=O)n3C)CC1 | 7 | 5 | -4 | -11 | 27 | 3 | -4 | -8
CCNc1nc(NCC)nc(N/N=C/c2cc(OC)c(OC)c(OC)c2)n1 | 9 | -1 | -10 | -1 | -4 | -9 | 0 | -1
COC(=O)C1=C(C)N(C)C(=O)NC1c1ccc(O)c(Cl)c1 (centres undefined) | 8 | 4 | 4 | 4 | 23 | -11 | -1 | -1
FC(F)(F)c1cccc(NC(=S)NC2CCCC2)c1 | -4 | -29 | 2 | 2 | -3 | 8 | -1 | -10
C[C@@]12C(=O)Nc3cc(F)c(F)cc3C(=O)N1[C@H]1c3ccccc3OC[C@@H]1[C@@H]2c1ccccc1 | 1 | -2 | . | -7 | . | 5 | . | 7
O=C(COC(=O)c1ccc(S(=O)(=O)N2CCCC2)cc1)NCCc1ccc(F)cc1 | 3 | -5 | -9 | 1 | -1 | 1 | -3 | -8
Cc1ccnc(N/C=C(/NC(=O)c2ccccc2)C(=O)N/N=C\c2ccc(F)cc2)n1 | -32 | 2 | -19 | -2 | -2 | -4 | -2 | 0
Cc1ccc(C(=O)n2c3ccccc3c3ccccc32)cc1 | 26 | -1 | ? | -10 | 2 | 1 | -6 | 8
COc1ccccc1NC(=O)Nc1ccc(Br)cn1 | -15 | -5 | 7 | -7 | 4 | 3 | -2 | 4
NS(=O)(=O)c1ccc2nc(NC(=O)c3ccc(Br)o3)sc2c1 | 7 | -2 | -8 | -27 | 13 | -7 | -3 | -6
CCc1ccc(NC(=O)CSc2nnc(COc3ccc4c(c3)CCCC4)o2)cc1 | 21 | -3 | -17 | -5 | 6 | -1 | -3 | -11
COc1ccc(C(=O)NC(C)c2nc3ccccc3n2C)cc1OC (centres undefined) | -5 | 0 | 4 | 5 | -23 | -10 | -1 | 7
Cc1ccc(Cn2c(=O)c3c(nc4n3CCCN4Cc3ccccc3)n(C)c2=O)cc1 | 36 | 18 | 3 | 13 | 13 | -9 | -5 | 18
CC(C)(C)c1cc(-c2nc(N)nc(N)n2)c(O)c(C(C)(C)C)c1 | -11 | -1 | 51* | -18 | -15 | 22 | 3 | 16
Cc1ccccc1C(=O)N/N=C1/SCC(=O)N1Cc1ccccc1 | 2 | 5 | 9 | -2 | 6 | -12 | -3 | -8
N/C(=N\C(=S)Nc1ccccc1)c1ccccc1 | 21 | 5 | 5 | -79 | 17 | 2 | -4 | 13
Cc1ccc(S(=O)(=O)N2[C@@H](c3ccccc3F)C(C(=O)O)=CC[C@H]2c2cccc(C)c2)cc1 | 7 | 4 | -17 | -1 | 8 | 4 | -3 | 1
Nc1ncc(Br)cc1S(=O)(=O)NCCC(=O)Nc1cccc(Cl)c1 | 9 | -5 | 16 | 44 | 12 | -7 | -3 | 1
CCc1nnc(NC(=O)c2ccc(S(=O)(=O)NC3CCCCC3)cc2)s1 | -1 | -2 | -2 | 3 | 12 | -8 | -5 | -4
COc1ccc(C2c3[nH]c4ccccc4c3C[C@H]3C(=O)N(CCCO)CC(=O)N23)c(OC)c1 (some centres undefined) | -8 | -8 | 4 | 1 | 0 | -2 | -2 | 0
COc1ccc(CCNC(=O)Cn2cnc3scc(-c4ccccc4)c3c2=O)cc1OC | 11 | -4 | -18 | 7 | 14 | -21 | -6 | -12
COc1ccc(CNC(=O)C[C@H]2C(=O)N(C3CCCCC3)C[C@@H]2Cc2ccccc2)cc1 | -1 | 6 | 14 | 3 | 12 | 2 | 4 | 9
O=C(/C=C1\SC(=O)N(CC(=O)Nc2ccc(F)cc2)C1=O)Nc1ccc(Cl)cc1 | 2 | 0 | -10 | -45 | 8 | 8 | 0 | 2
Cc1cccc(OCCn2ccnc2)c1C | 1 | 5 | 3 | -1 | 11 | 4 | 0 | -10
C=CCn1c(COc2ccc(F)cc2)nnc1SCC(=O)Nc1cccc(S(N)(=O)=O)c1 | -10 | 0 | 5 | 5 | 8 | -1 | -2 | 0
Cc1ccc(NS(=O)(=O)c2ccc(NC(=O)c3cccs3)cc2)cc1 | 0 | -3 | 7 | 9 | -23 | -7 | -1 | -9
CSC1=NCCN1C(=O)c1ccc(S(=O)(=O)N2CCCC2)cc1 | 1 | 4 | 3 | 3 | 10 | -7 | -1 | -3
CC1(C)CC2CC(C)(CN2C(=O)COC(=O)CNC(=O)c2ccc(Cl)c(Cl)c2)C1 (centres undefined) | 20 | -1 | 10 | -4 | 1 | -5 | 0 | 14
COC(=O)Cc1c(C)c2ccc(OCC(=O)N3CCOCC3)cc2oc1=O | 15 | -10 | 2 | -2 | 9 | 7 | -3 | -6
COc1ccc(CN2CCCC(C(=O)N3CCCCC3)C2)cc1OC (centres undefined) | 0 | 2 | 9 | 13 | -18 | 2 | -1 | 0
CC(C)CN(C(=O)COC(=O)CNC(=O)c1ccccc1)c1c(N)n(Cc2ccccc2)c(=O)[nH]c1=O | 14 | -4 | 10 | -5 | 13 | 8 | -9 | 3
CC(Nc1nc(-c2ccc(F)cc2)cs1)c1nc2cc(Cl)c(Cl)cc2n1CCCO (centres undefined) | 8 | -12 | 9 | 4 | -34 | -1 | -1 | 11
COc1cccc(C(=O)NCCSc2ccc(Br)cc2)c1 | -2 | 5 | 6 | -1 | 8 | -6 | 3 | 21
O=C(OCc1cc2ccccc2[nH]c1=O)c1ccncc1 | -3 | 3 | -10 | 0 | 7 | 1 | -3 | -6
CCc1nnc(NC(=O)/C=C/c2ccco2)s1 | 6 | 4 | -12 | -30 | -16 | -3 | -2 | 4
Cc1cc(N(C)C)c(C#N)c(=O)[nH]1 | -5 | -12 | 5 | 5 | 10 | -3 | -4 | -8

Reprinted at random: 6 entries already listed.
SMILES | CCR6 antagonist | CXCR6 inh | UBC13 polyUb | Gli-Sufu antag | APJ antag | ATG4B inhibitor | APJ agonist | EBI2 block
COc1cccc(C(=O)NCCSc2ccc(Br)cc2)c1 | -2 | 5 | 6 | -1 | 8 | -6 | 3 | 21
O=C(OCc1cc2ccccc2[nH]c1=O)c1ccncc1 | -3 | 3 | -10 | 0 | 7 | 1 | -3 | -6
C=CCn1c(COc2ccc(F)cc2)nnc1SCC(=O)Nc1cccc(S(N)(=O)=O)c1 | -10 | 0 | 5 | 5 | 8 | -1 | -2 | 0
Cc1cccc(OCCn2ccnc2)c1C | 1 | 5 | 3 | -1 | 11 | 4 | 0 | -10
Cc1ccc(S(=O)(=O)N2[C@@H](c3ccccc3F)C(C(=O)O)=CC[C@H]2c2cccc(C)c2)cc1 | 7 | 4 | -17 | -1 | 8 | 4 | -3 | 1
COc1ccc(CNC(=O)C[C@H]2C(=O)N(C3CCCCC3)C[C@@H]2Cc2ccccc2)cc1 | -1 | 6 | 14 | 3 | 12 | 2 | 4 | 9

Following part:
SMILES | CCR6 antagonist | CXCR6 inh | UBC13 polyUb | Gli-Sufu antag | APJ antag | ATG4B inhibitor | APJ agonist | EBI2 block
CCOc1ccc2[nH]c(=O)c(CN(Cc3ccco3)C(=O)c3cccc(F)c3)cc2c1 | 4 | 0 | 3 | -7 | 4 | -13 | -4 | 8
CCCC(=O)Oc1ccc(N(C(=O)CCC)S(=O)(=O)c2cccs2)cc1 | 9 | -4 | -8 | -5 | -40 | -9 | 1 | -7
COc1ccc(-c2[nH]ncc2CNCc2cc(C)n(C)n2)c(F)c1 | 2 | -5 | 3 | 26 | 6 | -2 | -1 | -8
OC1CCNC(=S)N1c1ccccc1 (centres undefined) | -3 | 5 | -22 | -1 | 12 | -1 | -1 | -4
COC(=O)c1ccc(C2C(Oc3ccccc3)C(=O)N2CCc2ccc(F)cc2)cc1 (centres undefined) | -5 | -9 | -10 | 15 | -11 | 2 | 1 | 53*
S=c1[nH]nc(C2(c3ccccc3)CCCC2)o1 | 0 | -3 | 19 | -21 | 3 | 14 | 0 | -18
Cn1c(=O)c2[nH]c(-c3ccccc3Cl)c(O)c2n(C)c1=O | -17 | -18 | -6 | 6 | -12 | 1 | 3 | -17
O=C(NCCN1CCCCCC1)C1CCCN1S(=O)(=O)c1cccc2nsnc12 (centres undefined) | 10 | -1 | -5 | 6 | -1 | 0 | -2 | 9
O=C(O)c1csc(N/N=C/c2ccc(Br)cc2)n1 | -16 | -3 | . | 16 | . | 4 | . | -6
COc1cccc(C2Nc3ccccc3NC3=C2C(=O)CC(C)(C)C3)c1 (centres undefined) | -4 | -3 | 4 | 3 | 8 | -2 | -3 | -7
COc1ccccc1/C=C1\SC(=O)N(CCC(=O)NNC(=O)c2ccccc2Cl)C1=O | 11 | -7 | 1 | -18 | -3 | -4 | 2 | 4
NC(=O)Cn1c(S(=O)(=O)Cc2ccccc2)nc2ccccc21 | -2 | 6 | -3 | 9 | 16 | -5 | -1 | -6
O=C(/C(Cl)=C/Nc1ccc(Br)cn1)C(F)(F)F | -9 | 2 | 2 | -3 | 8 | -6 | 0 | -9
CCOCCCn1cnc2c([nH]c3cc(OC)ccc32)c1=O | 8 | -1 | -9 | -3 | -7 | -5 | 2 | 12
O=C(C[n+]1cccc(Br)c1)c1ccccc1 | 14 | 5 | 1 | 2 | 1 | -6 | 0 | -14
CCOC(=O)C1CCCN(C(=O)Cc2c(F)cccc2Cl)C1 (centres undefined) | -8 | 10 | 4 | 2 | 13 | -16 | -2 | -6
COc1ccc(CNC(=O)CCN2C(=S)NC(C)(C)CC2C)cc1 (centres undefined) | 11 | -2 | 18 | 24 | 3 | 5 | -1 | 2
O=C(Nc1ccccc1[N+](=O)[O-])C1C(c2ccccc2)=C1c1ccccc1 | 17 | 12 | 3 | 13 | -1 | 10 | 0 | 19
ONC(=Nc1ccc(Cl)cc1)c1ccccc1Cl | 14 | -13 | 4 | -2 | -1 | 0 | -2 | 0
Cc1cccc(NC(=O)NCC2CC2)c1 | -2 | 4 | . | -5 | . | -2 | . | -16
Cc1ccc(OCCOc2cccc3ccc(C)nc23)c([N+](=O)[O-])c1 | -1 | -10 | -13 | 3 | 7 | 1 | 1 | 2
COc1ccc(OC)c(CCNC(=O)C(C)n2nc(C)c3c(C)n(-c4ccccc4)nc3c2=O)c1 (centres undefined) | 20 | 5 | 0 | 10 | 7 | 0 | -1 | -2
O=C(c1ccccc1)N1CCC(c2nc3c(nnn3Cc3ccccc3Cl)c(=O)[nH]2)CC1 | 14 | -1 | 13 | 5 | 5 | -24 | 3 | -3
CC(CCc1ccccc1)NS(=O)(=O)c1ccccc1Cl (centres undefined) | 23 | 10 | 2 | -6 | -25 | -4 | 4 | -4

From PubChem
